Source: PubChem
HP1b chromo inh: HP1-beta chromodomain-methylated histone interaction inhibition | P83916 | AlphaScreen HP1-beta / biotin-H3K9me3 peptide binding | Potency, µM (titrated, usually from 114 µM), for the others: top-dose activity change, negative = inhibition, hits mostly inhibitors | 390,000 compounds, 0.56% hits; also: potency is read from the fitted curve at half-maximal effect; nearly all actives have a fitted effect of over 70% in size; inactives centre near 23
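Compound inhibition of the preformed complex between 50 nM HP1-beta and 50 nM biotinylated H3K9me3 peptide was read by AlphaScreen. Buffer was PBS pH 7.4 with 0.01% Tween-20. Incubations ran 30 min at room temperature, with 10 ug/mL donor/acceptor beads.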
ERG-DNA inh: inhibitors of human ERG Ets domain-DNA interaction; P11308; fluorescence polarization, His-ERG Ets domain / labelled DNA; Potency, µM (doses to about 76.9 µM), for the others: at the highest dose FP activity, negative = inhibition, actives largely listed as inhibitors; 370,000 compounds, 0.028% hits; AID 624246; active = well fitted inhibition curve with a large enough effect in the polarisation, with a control signal flat; inconclusive = small, poorly fitted or top-dose-only effect, or effect the other way, or a change in a side signal; inactive = no such curve, though single readings can be large or run the other way; the % refers to the polarisation;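 also: polarization taken with two DNA probes labelled with fluorescein and Texas red; potency is read from the fitted curve at half-maximal effect; % of control where 0% means no effect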
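His-tagged ERG Ets domain (1 uM in the protein solution; 300mM KCl, 50mM Tris-HCl, 1mM EDTA, 1mM DTT, pH 7.5) received compound, then a probe mix of 5 nM fluorescein-DNA and 100nM Texas-615-DNA. Fluorescence polarization was read for both dyes.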
12-LOX inh: ALOX12 (human) lipoxygenase inhibition. purified 12hLO, xylenol orange hydroperoxide absorbance. Potency, µM (highest dose often 108 µM), for inactives: at the highest dose activity change, negative = inhibition, actives largely listed as inhibitors. 580,000 compounds, 1.1% hits; also: potency is read from the fitted curve at half-maximal effect; % is scaled to controls: 0 for no effect and ±100 for the full control effect
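Purified human 12hLO (150 nM final) in 25 mM Hepes, 0.01% Triton X-100, pH 7.0 was preincubated 15 min at room temperature with compound. Then 40 uM arachidonic acid was added, 30 min. Hydroperoxide was read by Fe-XO absorbance ratio 573/405 nm.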
BAZ2B inh: BAZ2B (human) inhibition; Q9UIF8; AlphaScreen BAZ2B-H3K14Ac peptide displacement; Potency, µM (series often up to 114 µM), inactives show at the highest dose activity change, negative = inhibition, actives largely listed as inhibitors; 360,000 compounds, 4.4% hits; also: potency is read from the fitted curve at half-maximal effect; % is scaled to controls: 0 for no effect and ±100 for the full control effect; nearly all actives have a fitted effect of over 60% in size
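AlphaScreen displacement: compounds (up to 110uM) incubated 30 min at room temperature with a preformed 50 nM BAZ2B/50 nM biotinylated H3K14Ac peptide complex in PBS pH 7.4 with Tween-20. Donor and acceptor beads at 10 ug/mL final added, 20 min light-protected before reading.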
GLS inh: blocks human kidney-isoform glutaminase activity. GLS enzymatic activity, qHTS titration. 410,000 compounds, 0.21% hits. AID 624170. Potency, µM (series often up to 45.5 µM), for inactives: at the top dose activity change, negative = inhibition, hits mostly inhibitors; also: potency is read from the fitted curve at half-maximal effect; % is scaled to controls: 0 for no effect and ±100 for the full control effect
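Human kidney-isoform GLS in 45 mM KH2PO4 pH 8.2, 0.02% Tween-20, with compound, started with 1mM L-Glutamine (added stock). Glutamate oxidase/HRP/Amplex red coupled fluorescence read at start and after 30 min at RT.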
PI4K2A block: PI4K2A (human) kinase inhibition. Q9BTU6. purified PI4K2A, ADP-Glo luminescence, 1 h; stronger effect = lower value. activity change, negative = inhibition, % at 76.9 µM. 420,000 compounds, 0.13% hits. AID 1346378; in the data active = activity change below about -50%; inconclusive = mostly about -30% to -49%;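 also: -100% = wells without enzyme as full effect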
Target sequence (Q9BTU6 whole entry, looked up): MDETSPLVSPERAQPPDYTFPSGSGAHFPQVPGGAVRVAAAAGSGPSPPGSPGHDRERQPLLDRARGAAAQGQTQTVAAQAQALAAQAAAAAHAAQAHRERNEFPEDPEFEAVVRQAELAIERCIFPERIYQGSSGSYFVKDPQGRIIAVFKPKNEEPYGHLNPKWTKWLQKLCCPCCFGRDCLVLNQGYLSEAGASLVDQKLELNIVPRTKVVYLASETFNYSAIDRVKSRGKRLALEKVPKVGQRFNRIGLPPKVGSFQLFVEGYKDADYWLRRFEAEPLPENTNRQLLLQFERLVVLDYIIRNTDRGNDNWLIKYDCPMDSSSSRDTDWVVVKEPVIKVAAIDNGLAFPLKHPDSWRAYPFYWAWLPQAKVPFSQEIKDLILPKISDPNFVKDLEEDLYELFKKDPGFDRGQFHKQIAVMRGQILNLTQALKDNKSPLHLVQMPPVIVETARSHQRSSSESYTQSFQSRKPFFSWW
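PI4K2A activity was measured by ADP-Glo luminescence: enzyme (4 ug/mL stock) and phosphatidylinositol (1.2 mM stock) in Tris pH 7.5/MgCl2/EGTA/Triton X-100 buffer were reacted with ATP (300 microM stock) for one hour at ambient temperature.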
RGS4 inhibitor: inhibitors of human regulator of G protein signaling 4 | AID 504845 | 390,000 compounds, 0.039% hits | Transcreener GDP fluorescence polarization, RGS4-accelerated GTP hydrolysis | Potency, µM (titrated, usually from 114 µM), for inactives: at the highest dose activity change, negative = inhibition, usual class: inhibitors; also: potency is read from the fitted curve at half-maximal effect; % is scaled to controls: 0 for no effect and ±100 for the full control effect; nearly all actives have a fitted effect of over 75% in size; some results filed as inactive show a strong effect at the top dose
Target sequence (P49798 whole entry, looked up): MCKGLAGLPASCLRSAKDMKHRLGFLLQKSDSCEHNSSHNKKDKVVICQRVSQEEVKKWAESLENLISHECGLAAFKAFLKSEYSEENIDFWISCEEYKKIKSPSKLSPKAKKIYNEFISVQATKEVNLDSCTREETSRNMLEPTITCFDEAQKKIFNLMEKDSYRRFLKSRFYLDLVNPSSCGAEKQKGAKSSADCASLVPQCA
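MLSMR compounds (23 nl, pin-transferred) preincubated 10 min at room temperature with a 500nM (2x) first reagent, then RGS4 at 900nM (2x) plus Transcreener GDP mix added; fluorescence polarization (620/688 nm) read before and after 90 min at 30 °C.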
G9a inh: G9a (human) methyltransferase inhibition | Q96KQ7 | G9a H3K9 monomethylation, AlphaScreen, 2 h | Potency, µM (highest dose often 102 µM), for inactives: at the top dose activity, negative = inhibition, actives largely listed as inhibitors | 350,000 compounds, 8.8% hits | AID 504332; also: potency is read from the fitted curve at half-maximal effect; % is scaled to controls: 0 for no effect and ±100 for the full control effect; nearly all actives have a fitted effect of over 75% in size
Target sequence (Q96KQ7 913-1193 limits assumed): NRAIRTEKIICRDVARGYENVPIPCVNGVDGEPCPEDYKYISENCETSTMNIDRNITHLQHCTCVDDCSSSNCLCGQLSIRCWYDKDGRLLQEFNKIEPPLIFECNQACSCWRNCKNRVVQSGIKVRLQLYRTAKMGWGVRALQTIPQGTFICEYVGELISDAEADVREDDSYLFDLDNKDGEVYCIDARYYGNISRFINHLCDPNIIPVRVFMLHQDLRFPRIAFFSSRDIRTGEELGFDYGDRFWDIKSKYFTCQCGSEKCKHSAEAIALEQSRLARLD
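Chemiluminescent proximity detection of H3K9 monomethylation, read after 10 min bead incubation in the dark. Reaction: 20 nM G9a, 500 nM biotin-H3K9 peptide, 20 uM SAM cofactor, 2 h, room temperature, following 15 min enzyme-compound preincubation.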
JMJD2A Tudor inh: JMJD2A Tudor domain (human) inhibition | AlphaScreen JMJD2A-Tudor / H3K4me3 peptide binding | Potency, µM (titrated, usually from 114 µM), without a hit: at the top dose activity change, negative = inhibition, hits mostly inhibitors | 390,000 compounds, 4.4% hits | AID 504339; also: potency is read from the fitted curve at half-maximal effect; % is scaled to controls: 0 for no effect and ±100 for the full control effect; nearly all actives have a fitted effect of over 50% in size
Starred values were filed as active, the others as inactive; ? = inconclusive; / = no result given; [ ] = remark or other dose. Unless noted, calls follow the shape of the dose curve; as a rule, active = well fitted curve in the direction sought with a large enough effect; inconclusive = small, poorly fitted or top-dose-only effect, or another doubt; inactive = no such curve, though single readings can be large; an effect the other way counts as inactive or inconclusive. These rows are one share of the data. The share of hits here may be higher or lower than overall.

SMILES	HP1b chromo inh	ERG-DNA inh	12-LOX inh	BAZ2B inh	GLS inh	PI4K2A block	RGS4 inhibitor	G9a inh	JMJD2A Tudor inh
Cc1ccccc1OCC(=O)OC(C(=O)c1ccccc1)c1ccccc1 (stereo not drawn)	30%	1%	2%	25%	5%	4	6%	62%[activator][59 µM]	4%
O=C(CSc1nnc2c(n1)[nH]c1ccc(F)cc12)N1CCOCC1	29%	5%	1%	-3%	1%	0	-35%	-2%	-5%
Cc1ccc(S(=O)(=O)NCC(c2ccc(N(C)C)cc2)N2CCCC2)cc1 (stereo not drawn)	?	4%	?	?	22%	0	-13%	?	?
Cc1nn(CC(=O)NCCCN2CCCCC2)c(=O)c2cccn12	18%[57 µM]	3%	-3%	-23%	6%	-2	-13%	19%	-4%
COc1cc(NC(=O)C2CCN(C(=O)c3sc4nc[nH]c(=O)c4c3C)CC2)cc(OC)c1OC	24%[57 µM]	0%	-17%	0%	-6%	-8	-22%	5%[59 µM]	1%
COc1cccc(C(=O)Nc2c(C(N)=O)oc3ccccc23)c1	32%	4%	14%[57.4 µM]	8%	-13%	1	10%	3%[59 µM]	-19%
CCC(=O)Nc1c(C#N)c2nc3ccccc3nc2n1-c1ccccc1C	42%[activator]	-1%	0%	6%	8%	11	25%	-4%[59 µM]	-4%
O=C(CN(C(=O)Cn1nnc(-c2ccc(F)cc2)n1)c1cccc(F)c1)NC1CCCC1	1%	-2%	-1%	2%	5%	10	21%	-8%	-1%
CC(=O)NCCNC(=O)c1ccc(CSc2ccc(Cl)cc2)cc1	33%[activator]	16%	-11%	4%	-4%	0	-11%	3%	-8%
N#Cc1ccc(-c2csc(-c3ccno3)n2)cc1	3%	1%	99%[activator]	-1%	6%	-4	-2%	-5%[59 µM]	-6%
O=C(NNC(=O)c1cc2ccccc2[nH]1)OCc1ccccc1	83%[activator]	/	?	/	9%	-2	-15%	/	?
CC(=O)c1cccc(OCCN2C(=O)NC(C)(C)C2=O)c1	29%	-4%	24%	1%	1%	3	11%	6%[12.7 µM]	7%
CCOC(=O)C1CCN(C(=O)c2nn(-c3ccc(C)cc3)c(=O)n(C)c2=O)CC1	14%[57 µM]	0%	-15%	1%	-14%	0	6%	8%[59 µM]	-16%
Cc1ccc(CNS(=O)(=O)c2ccc3c(c2)NC(=O)CS3)cc1	52%[activator]	5%	6%	6%	4%	2	-12%	36%[activator]	4%
CCN(CC(=O)Nc1c(F)cccc1F)C(=O)COc1ccc2c(c1)CCC2	34%[activator]	-8%	-12%	6%	3%	4	-1%	23%[0.501 µM]	-8%
CCC(SC1=Nc2ccccc2C2=NC(CC(C)C)C(=O)N12)C(=O)Nc1ccc2c(c1)OCO2 (stereo not drawn)	7%	-2%	0%	-37%	-29%	8	-10%	?	-29%
O=C1C[C@@H]2c3c(cccc3CN1Cc1ccccc1)C[C@@H](O)[C@H]2O	31%	-10%	-15%	/	-9%	2	-16%	/	5%
O=C(NCc1ccco1)C(c1ccccc1)N(C(=O)Cc1cccs1)c1cccnc1 (stereo not drawn)	46%[activator]	-4%	?	-22%	0%	5	-27%	?	4%
Cc1cc(C(=O)OCC(=O)Nc2cccc([N+](=O)[O-])c2)c(C)o1	27%	19%	-6%	/	4%	4	-10%	/	-5%
Cc1cc(NC(=O)CSc2nnc(CNC(=O)c3c(F)cccc3F)o2)no1	54%[activator]	3%	12%	0%	-1%	0	4%	1%	-14%
CCOC(=O)c1ccc(NC(=S)N2CCSC2c2c(F)cc(F)cc2F)cc1 (stereo not drawn)	27%	-5%	-1%	10%	23%	-4	-11%	?	-14%
CC(OC(=O)CNC(=O)c1cccs1)C(=O)Nc1ccc(S(N)(=O)=O)cc1 (stereo not drawn)	16%	-1%	0%	26%	-10%	-3	-13%	-2%[0.501 µM]	-8%
CC(=O)c1c(C)[nH]c(C(=O)N(C)CC(=O)Nc2ccc(Cl)c(C(F)(F)F)c2)c1C	40%[activator]	-2%	-3%	-15%	0%	1	17%	29%	-16%
CC(=O)NC(N(C#N)c1nc(Cl)nc(N(C)C)n1)C(Cl)(Cl)Cl (stereo not drawn)	24%	-7%	?	-17%	2%	-3	8%	?	0%
COc1ccc2cc(C(=O)N3CCCCCC3)sc(=O)c2c1OC	12%	-1%	0%	-18%	0%	0	-11%	-20%	-17%
Additional entries:
SMILES	HP1b chromo inh	ERG-DNA inh	12-LOX inh	BAZ2B inh	GLS inh	PI4K2A block	RGS4 inhibitor	G9a inh	JMJD2A Tudor inh
Cc1ccc(C(=O)O)cc1NC(=O)C1=CSCCO1	53%[activator]	13%	-17%	-7%	-10%	-3	-32%	50µM*	14%
CCCCNC(=O)CN1C(=O)c2c(c3ccccc3n2C)C1c1ccc(OC)cc1 (stereo not drawn)	30%	2%	?	-4%	4%	0	-34%	-1%[59 µM]	0%
Cc1ccc(CN2CCN(Cc3cnc(C)s3)CC2CCO)o1 (stereo not drawn)	26%	-2%	0%	-14%	1%	7	-10%	-36%	-19%
O=C(NCc1ccccc1)N1CCOc2ccccc21	15%	-3%	17%	10%	-2%	-3	3%	33%	-8%
CCCCCCNc1ncnc2c1sc1nc(N3CCOCC3)c3c(c12)CCCC3	46%[activator]	0%	9%	4%	0%	-2	-4%	11%[59 µM]	-3%
O=c1[nH]c2ccccc2c(O)c1Cc1ccccc1	14%	10%	-5%	-11%	15%	-8	4%	2%	-11%
Cc1c(Cc2ccccc2)c(=O)oc2cc(OCC(=O)NCC(O)c3ccccc3)ccc12 (stereo not drawn)	6%[57 µM]	2%	2%	-17%	-6%	2	1%	19%[59 µM]	-7%
Cc1ccccc1C(=O)Nc1cccc(NC(=O)c2ncn[nH]2)c1	1%	-5%	-1%	?	-2%	-5	-45%	-9%	-25%
CN(C)S(=O)(=O)c1ccc(N2CCCC2)c(C(=O)OCC(=O)NC2CCCCC2)c1	23%	6%	-1%	12%	20%	-4	7%	0%	-10%
CCC(C)NS(=O)(=O)c1ccc(S(=O)(=O)N2CC=C(c3ccc(F)cc3)CC2)cc1 (stereo not drawn)	?	-17%	-19%	-26%	0%	0	?	10µM*	?
COc1ccc(/C=C(/C(=O)Nc2ccccc2C(=O)N2CCCC2)c2ccccc2)cc1	13%	2%	0%	-6%	-4%	0	-24%	-27%[59 µM]	-26%
Cc1ccc(NC(=O)CN(C)C(=O)COC(=O)c2nccnc2N)cc1	31%	9%	325%[activator]	?	1%	1	-2%	?	-4%
CCOC(=O)C1Oc2ccccc2C(c2cccc3ccccc23)=C1C(=O)OC (stereo not drawn)	24%	-11%	?	/	0%	1	-7%	3%	-22%
CC(C)c1ccc(NC(=O)CNS(=O)(=O)c2ccc(F)cc2)cc1	27%	2%	7%	-7%	1%	9	26%	14%[59 µM]	-14%
Nc1c(N(CCC2=CCCCC2)C(=O)c2ccc([N+](=O)[O-])o2)c(=O)[nH]c(=O)n1Cc1ccccc1	12%	10%	?	0%	14%	-2	-13%	?	-20%
CCO[C@H]1OC(C(N)=O)=C[C@@H](c2csc3ccccc23)[C@@H]1CCCO	16%	-3%	-6%	1%	1%	0	4%	27%[59 µM]	-12%
CCn1cc(C(=O)NCCCN2CCC(C)CC2)c(=O)c2cc(S(=O)(=O)N3CCCC3)ccc21	23%	1%	-27%	-1%	2%	6	10%	10%[12.7 µM]	-4%
COc1ccc(NC(=O)Cn2c(=O)c(-c3cc(C)ccc3NC(C)=O)nc3ccccc32)c(OC)c1	35%	9%	-25%	3%	-13%	1	-9%	-30%[59 µM]	-10%
Cc1nc(-c2ccccc2O)n(-c2ccccc2)n1	44%[activator]	-8%	0%	4%	-6%	-6	-3%	-2%[12.7 µM]	-10%
Nc1n[nH]c(-c2ccc(Br)cc2)c1Cl	47%[activator]	6%	277%[activator]	-36%	10%	6	-28%	-9%	-12%
CC(C)(C)c1ccc(OCC(O)CN(CCO)CC(O)Cn2ccc3ccccc32)cc1 (stereo not drawn)	33%	20%	-22%	-6%	1%	3	6%	12%	-19%
Cc1noc(C)c1S(=O)(=O)N(CC(=O)NCc1ccc2c(c1)OCO2)c1ccc(C(C)C)cc1	27%	12%	9%	8%	0%	1	5%	?	-23%
CCOC(=O)c1c(/N=C/c2cccc([N+](=O)[O-])c2O)sc(C)c1C	45µM*	14%	?	45µM*	19%	-7	?	7.1µM*	50µM*
CC(=O)c1ccc(N2CCN(CC(=O)Nc3ccccc3N3CCOCC3)CC2)cc1	34%	-4%	0%	-24%	-13%	-2	4%	-5%[59 µM]	-2%
O=C1C(Cl)=C(NCc2cccnc2)C(=O)c2ccccc21	-8%	-6%	0%	50µM*	3%	-14	16%	?	-36%
Cc1ccc(N(C(=O)COc2ccccc2C)S(=O)(=O)c2ccc(Cl)cc2)cc1	39%	0%	-20%	3%	3%	64	0%	8%[59 µM]	4%
